Screening data as filed in PubChem BioAssay.
PKM2 activator – PKM2 (human) enzyme activation; hit rate 0.34% among 260,000; Potency, µM (series often up to 57.5 µM), for the others: at the top dose activation, usual class: activators; purified PKM2, Kinase-Glo ATP luminescence, activation; response scale: 0% is enzyme alone, no compound; P14618; also: potency is read from the fitted curve at half-maximal effect; % is scaled to controls: 0 for no effect and ±100 for the full control effect; nearly all actives have a fitted effect of over 55% in size
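ATP formation by purified human PK-M2, quantified via coupled luciferase luminescence after 1 h at room temperature with 0.1 mM ADP and 0.5 mM PEP final.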
Chronic BCR inh – blocks chronic active B-cell receptor signaling; ABC-DLBCL IkBa-CBG/CBR reporter, luminescence ratio, 4 h; Potency, µM (top dose mostly 46.1 µM), inactives show at the top dose ratio change, negative = lower green/red ratio, hits mostly inhibitors; hit rate 0.05% among 340,000; active = well fitted inhibition curve with a large enough effect in the signal ratio, with a control signal flat, not every such curve was filed as active; inconclusive = small, poorly fitted or top-dose-only effect, or effect the other way, or a change in a side signal; the % refers to the signal ratio;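 also: potency is read from the fitted curve at half-maximal effect; plate controls were basal doxycycline-induced cells for no effect and cells given 10 µM MG132 for full effect; MG132 reads +100%, hits lower the ratio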
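Compounds up to 46 uM were incubated four hours with TMD8 cells whose green CBG68 luciferase is fused to IkappaBalpha; red CBR luminescence normalised the signal, and concentration-effect curves were fitted to fusion, red and ratio data.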
Giardia killer – kills Giardia lamblia; Giardia lamblia trophozoite viability; hit rate 0.15% among 340,000; activity change, % at 7.66 µM, hits read low; AID 540267; in the data active = activity change below about -80%; inconclusive = between about -30% and that limit;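 also: parasites exposed to compound for two days anaerobically before the ATP read; % is scaled to controls: 0 for no effect and ±100 for the full control effect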
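ATP-content bioluminescence gauges trophozoite survival. Cells (100/well) receive compound and incubate anaerobically for 48 hrs at 37 deg C; detection reagent follows for 15-30 min at room temperature.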
Menin MLL FP TR – displaces Texas Red mutant MLL peptide from human menin; Menin + Texas Red MLL mutant peptide, fluorescence polarization; hit rate 0.23% among 270,000; Potency, µM (highest dose often 61.6 µM), without a hit: at the top dose FP activity change, negative = inhibition, usual class: inhibitors; AID 1768; O00255; active = well fitted inhibition curve with a large enough effect in the polarisation, with a control signal flat, not every such curve was filed as active; inconclusive = small, poorly fitted or top-dose-only effect, or effect the other way, or a change in a side signal; inactive = no such curve, though single readings can be large or run the other way; the % refers to the polarisation; also: potency is read from the fitted curve at half-maximal effect; % of control where 0% means no effect; many of its hits are not listed in these tables
B2AR arrestin – beta2AR (human) beta-arrestin recruitment activity; Potency, µM (titrated, usually from 46.1 µM), for the others: top-dose activation, actives largely listed as activators; beta-arrestin recruitment to beta2AR, cell-based reporter; AID 492947; hit rate 0.02% among 330,000; P07550;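 also: potency is read from the fitted curve at half-maximal effect; 0% = DMSO controls and full agonism = EC100 isoproterenol or metaproterenol; nearly all actives have a fitted effect of over 65% in size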
Target sequence (P07550 whole entry, looked up): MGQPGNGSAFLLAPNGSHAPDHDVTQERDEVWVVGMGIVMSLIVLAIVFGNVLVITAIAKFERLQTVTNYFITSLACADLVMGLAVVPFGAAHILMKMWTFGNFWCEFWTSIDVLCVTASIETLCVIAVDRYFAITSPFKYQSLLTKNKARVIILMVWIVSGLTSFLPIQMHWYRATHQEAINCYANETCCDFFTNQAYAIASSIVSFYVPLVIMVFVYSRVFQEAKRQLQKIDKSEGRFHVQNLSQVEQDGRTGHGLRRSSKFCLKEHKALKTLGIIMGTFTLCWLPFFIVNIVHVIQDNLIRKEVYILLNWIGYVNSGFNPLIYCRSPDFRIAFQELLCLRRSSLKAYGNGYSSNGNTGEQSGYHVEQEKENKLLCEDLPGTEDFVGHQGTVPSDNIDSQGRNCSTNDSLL
PTAP TSG101 blk – blocks PTAP/TSG101 interaction to inhibit HIV-1 budding. Potency, µM (titrated, usually from 115 µM), for inactives: top-dose activity change, negative = inhibition, actives largely listed as inhibitors. Q99816. 340,000 tested, under 10 active. AID 493005. Fluorescence polarization, FITC-PTAP peptide / Tsg101 binding; active = well fitted inhibition curve with a large enough effect in the main read-out, with a control signal flat, not every such curve was filed as active; inconclusive = small, poorly fitted or top-dose-only effect, or effect the other way, or a change in a side signal; inactive = no such curve, though single readings can be large or run the other way; also: potency is read from the fitted curve at half-maximal effect; % of control where 0% means no effect
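Compounds were pin-transferred onto Tsg101 binding domain (10 uM final) in HEPES pH 7.5 buffer, then FITC-PTAP peptide was added at 50 nM final. After 20 min at RT, polarization reported peptide displacement across a qHTS concentration series.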
Coupling enz – counter-screen for Giardia aldolase inhibitors: coupling enzyme system | coupling enzyme system counterscreen, AmpLite Red fluorescence | activity change, negative = inhibition, % at 58.2 µM, hits read low | hit rate 0.67% among 290,000; in the data active = activity change below about -30%; also: % is scaled to controls: 0 for no effect and ±100 for the full control effect
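Compounds tested against the coupling enzymes alone at 57.5 uM final; readout was AmpLite Red fluorescence (525/598 nm) after 20 min at RT.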
Tb PFK block – T. brucei PFK enzyme inhibition | T. brucei PFK, ADP-Glo luminescence | Potency, µM (highest dose often 57.5 µM), inactives show at the highest dose activity, negative = inhibition, most hits filed as inhibitors | hit rate 0.17% among 330,000;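 also: potency is read from the fitted curve at half-maximal effect; 0% = uninhibited 1x PFK enzyme wells and -100% = no-enzyme wells; nearly all actives have a fitted effect of over 60% in size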
Target sequence (O15648 whole entry, looked up): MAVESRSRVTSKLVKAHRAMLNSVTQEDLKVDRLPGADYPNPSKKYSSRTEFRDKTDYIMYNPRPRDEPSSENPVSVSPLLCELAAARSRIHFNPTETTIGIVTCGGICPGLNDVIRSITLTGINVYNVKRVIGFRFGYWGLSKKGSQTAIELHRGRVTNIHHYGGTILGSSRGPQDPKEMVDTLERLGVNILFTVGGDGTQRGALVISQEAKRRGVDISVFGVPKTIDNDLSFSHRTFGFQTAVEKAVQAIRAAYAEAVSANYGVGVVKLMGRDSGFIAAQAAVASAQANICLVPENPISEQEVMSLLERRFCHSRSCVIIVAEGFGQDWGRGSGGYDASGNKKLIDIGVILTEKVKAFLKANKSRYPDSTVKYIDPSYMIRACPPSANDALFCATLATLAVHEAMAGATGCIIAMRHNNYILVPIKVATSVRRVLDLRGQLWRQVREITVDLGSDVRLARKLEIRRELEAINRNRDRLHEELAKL
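1.25 nM PFK with 0.5 mM F6P and 0.1 mM ATP in 0.1 M TEA pH 8.0, 5 mM MgCl2, incubated 45 min at room temperature; ADP measured by ADP-Glo luminescence; compounds titrated up to 57 uM.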
S-ASM inh – inhibitors of human secretory acid sphingomyelinase; hit rate 0.006% among 340,000; placental ASM, HMU-PC fluorogenic substrate, 60 min; Potency, µM (series often up to 57.5 µM), for inactives: at the top dose activity change, negative = inhibition, usual class: inhibitors; P17405; also: potency is read from the fitted curve at half-maximal effect
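HMU-PC0 cleavage (9 uM final) by human placental ASM, 60 min at 37 °C following 10 min compound exposure at RT; stopped at pH 10, fluorescence Ex 386/Em 447 nm.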
GALK inh – inhibitors of human galactokinase; P51570; Purified GALK, Kinase-Glo residual ATP luminescence; Potency, µM (highest dose often 57.5 µM), without a hit: top-dose activity change, negative = inhibition, actives largely listed as inhibitors; hit rate 0.007% among 270,000; AID 1868; also: potency is read from the fitted curve at half-maximal effect; % is scaled to controls: 0 for no effect and ±100 for the full control effect
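Quantitative HTS: GALK 5 nM, ATP 35 uM, galactose 100 uM, 1 h room temperature, then luciferase-based ATP detection.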
Integrin act MD – integrin-mediated muscular dystrophy alleviation activation. hit rate 0.064% among 350,000. AID 624291. alpha7betagal myoblasts, beta-gal FDG fluorescence, 48 h. Potency, µM (highest dose often 38.3 µM), inactives show at the top dose activation, usual class: activators;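 also: potency is read from the fitted curve at half-maximal effect; 100% = response of the positive control SU9516; nearly all actives have a fitted effect of over 60% in size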
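Alpha7betagal+/- myoblasts (passage 13) were plated 16-24 hr, then exposed to compounds (1:260 dilution of DMSO stock) for 48 hours at 37C. After MPER lysis, β-galactosidase reporter activity was read as FDG fluorescence (ex 480/em 540) after 30 minutes.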
Active calls of the source: *; ? = inconclusive; · = no result given; [ ] = another dose, or the depositor's remark. Unless noted, calls follow the shape of the dose curve; as a rule, active = well fitted curve in the direction sought with a large enough effect; inconclusive = small, poorly fitted or top-dose-only effect, or another doubt; inactive = no such curve, though single readings can be large; an effect the other way counts as inactive or inconclusive. This is a subset; count on the stated rates, not on these rows.

Each structure is followed by: PKM2 activator, Chronic BCR inh, Giardia killer, Menin MLL FP TR, B2AR arrestin, PTAP TSG101 blk, Coupling enz, Tb PFK block, S-ASM inh, GALK inh, Integrin act MD
- CCCOc1cccc(C(=O)NCCNC(=O)c2cnccn2)c1
  ·, -3%, 7, 12%, 0.5%, -7%, -1, 1%, 3%, 3%, -10%
- Cc1ccc(-c2nsc(SCC(=O)NCc3ccc4c(c3)OCO4)n2)cc1
  -3%, -1%, -6, -3%, 0.4%, -1%, 2, 0%, -3%, 1%, -16%
- COc1ccc(C(=O)OCC(=O)NC(Cc2ccccc2)C(C)=O)cc1S(=O)(=O)N1CCCC1 (stereo not drawn)
  ·, 1%, -27, ·, -0.2%, 1%, ·, -3%, 4%, ·, -38%
- Cc1ccccc1Cn1nnc(-c2ccc(C(=O)O)cc2)n1
  -4%, ?, -1, 6%, -0.2%, -1%, 20, -6%, 8%, 4%, -22%
- CC(/C=C/c1ccccc1F)=N\NC(=O)C(C)C
  -2%, 3%, 17, 4%, 0.0%, -1%, 6, -1%, 0%, ·, 11%
- CC(=O)c1c(C)[nH]c(C(=O)OCC(=O)C(C)(C)C)c1C
  -6%, 0%, -3, 10%, -0.8%, -16%, 2, 1%, 2%, 0%, -1%
- CSc1ccccc1C(=O)NC1CCCCC1
  1%, ?, -1, -8%, 0.1%, -4%, 2, 0%, 1%, -2%, 1%
- Cn1c(-c2cccs2)nc2ccccc21
  -15%, 6%, 13, -15%, 0.0%, -1%, -1, -5%, 0%, 1%, 0%
- Cc1cc(=O)[nH]c(N/N=C/c2c(C)nn(-c3ccccc3Cl)c2Cl)n1
  0%, ?, 5, -18%, 0.0%, 0%, -7, -6%, 3%, 4%, 0%
- CCOc1cc(/C=N/NC(=O)CN2CCCCC2)ccc1OCc1ccc(Cl)cc1
  -4%, ?, -13, ?, -2.4%, -1%, 6, -7%, 2%, 0%, 6%
- CC(C)(C)C1CCC2(CC1)Nc1cccc3cccc(c13)N2
  13%, 6%, 8, 20%, -0.2%, -3%, -4, -5%, 3%, 1%, 30%
- Cc1ccc(NCCC(=O)c2ccc(Cl)c(Cl)c2)cc1
  3%, ?, -14, -23%, -0.2%, ·, 1, 1%, -1%, 0%, -24%
- Cc1ccccc1-n1c(SCC(N)=O)nc2sc(-c3ccccc3)cc2c1=O
  0%, ?, -14, -3%, -0.4%, -10%, 6, -4%, 2%, -1%, 9%
- CC(C)c1ccc(C(=O)N/N=C/c2cccc(Cl)c2Cl)cc1
  -15%, 3%, -8, -20%, 0.3%, -5%, 0, -2%, -8%, 3%, -14%
- CN(C)C(CNC(=O)C1CCN(C(=O)/C=C/c2ccccc2)CC1)c1ccccc1 (stereo not drawn)
  ·, -1%, -6, ?, 0.3%, -6%, 0, 1%, 6%, 6%, -2%
- CC(NS(=O)(=O)c1ccc(Cl)cc1)C(=O)NCc1ccco1 (stereo not drawn)
  3%, 16%, 29, 3%, 0.2%, -1%, 2, -14%, -2%, 0%, 13%
- CCN1CCN(C(=O)c2ccc(CSc3ccc(C)cc3)cc2)CC1
  12%, ?, 12, 2%, 0.1%, -6%, 3, -2%, 7%, -1%, -31%
- O=C(NCCCn1ccnc1)c1cccc(Br)c1
  ·, 1%, -1, -8%, -0.6%, -8%, 0, 3%, 15%, 0%, -12%
- CCn1c(O)c(/C=N/N=C2CCCC2)c2ccc(C3=NNC(=O)CC3)cc21
  4%, 2%, 9, 10%, -0.5%, -11%, 1, -7%, 12%, 5%, 9%
- COc1ccc2c(c1OC)C(=O)OC2C/C(=N\NC(N)=O)c1ccccc1 (stereo not drawn)
  3%, -10%, 0, 2%, -0.1%, -3%, 4, -4%, 3%, 5%, 22%
- Cc1ccc(S(=O)(=O)NCCC2=CCCCC2)cc1
  ·, 4%, 3, ·, 0.1%, 0%, ·, -1%, -2%, ·, 1%
- COc1cc(OC)cc(C(=O)Nc2cccc(C(C)=O)c2)c1
  18%, ?, 13, ?, -0.5%, 0%, 10, -1%, 0%, 1%, 14%
- O=C(Nc1ccc(O)cc1)c1ccc2c(c1)C(=O)N(Cc1ccccc1)C2=O
  -3%, 2%, 22, 39%[activator], -0.2%, -2%, 3, -5%, -12%, -3%, -10%
- COc1ccc(NC(=O)C2Cc3cccc(OC)c3O/C2=N\O)cc1 (stereo not drawn)
  ·, ?, 5, 19%, 0.2%, -8%, 5, -9%, 0%, 10%, -4%
- Cc1[nH]c2ccccc2c1C1(O)C(=O)N(C(C)C)c2ccccc21 (stereo not drawn)
  0%, ?, -5, -1%, 0.2%, -1%, -26, 1%, 2%, -3%, 19%
- O=C(CSc1ccc(C(F)(F)F)cc1[N+](=O)[O-])NCCOc1ccccc1
  -4%, 0%, 18, 15%, -0.2%, -1%, 4, -7%, -2%, 0%, 2%
- COc1cccc(C2CC(=O)NC(SC)=C2C#N)c1 (stereo not drawn)
  1%, 8%, -5, 10%, -1.0%, 0%, 4, 1%, 1%, 2%, -10%
- Cc1cc(C)n2cc(CSc3nnnn3C)nc2n1
  -2%, -13%, -3, -7%, 0.1%, -5%, 4, 10%, 4%, 0%, 32%
- CCOc1cc(CNc2ccc(CNc3ncn[nH]3)cc2)ccc1OCc1ccccc1
  5%, 9%, 8, 38%[activator], -0.8%, -2%, -7, 6%, -2%, 0%, -12%
- Cn1c(-c2ccc(Br)o2)nc2ccccc21
  -53%, ?, ?, -9%, 0.0%, -2%, -6, -19%, 4%, 19%, 4%
- CCCC(=O)Nc1ccc2c(c1)c1ccccc1n2CC
  -1%, ?, -4, ?, 0.1%, -13%, 2, 4%, -1%, 1%, 26%
- O=C1C2CCCN2C(=S)N1c1ccccc1 (stereo not drawn)
  ·, 1%, 2, -2%, -0.1%, -1%, 2, -2%, -5%, -1%, -8%
- CCOC(=O)C1=C(C)N(CCCCCC(=O)O)C(=O)NC1c1ccccc1OC(=O)c1cccs1 (stereo not drawn)
  -3%, 7%, 19, -1%, -0.7%, ·, 6, -13%, 0%, ·, 11%
- O=C(NC(=S)Nc1ccccc1)C1CCCCC1
  5%, ?, -3, ·, 0.0%, -3%, ·, -1%, -3%, -3%, 16%
- COc1ccccc1C(=O)CN1C(=O)NC2(CCCc3ccccc32)C1=O (stereo not drawn)
  ·, -6%, -7, ·, -0.4%, -8%, ·, 8%, 3%, ·, 11%
- O=C(NCc1cccs1)C1CCN(S(=O)(=O)c2cccc3cccnc23)CC1
  21%, 0%, -2, 1%[11.7 µM], 0.4%, 1%, -3, -1%, 3%, 2%, -14%
- CCOC(=O)c1[nH]c(C)c(C(=O)NCc2ccco2)c1C
  -6%, 6%, 29, 5%, -0.8%, -1%, 1, -3%, 5%, 0%, -30%
- O=C(CCN1CCOCC1)NC12CC3CC(CC(C3)C1)C2
  ·, 1%, 18, ?, -0.1%, -1%, 3, 2%, 2%, -1%, -3%
- O=C(Cn1cnc2c(nnn2Cc2ccc(Cl)cc2)c1=O)NC1CCCC1
  0%, 0%, -10, 0%, 0.5%, -6%, 1, -1%, 1%, 3%, 8%
- Cc1ccc(NS(=O)(=O)c2ccc(OCC(N)=O)cc2)cc1
  11%, 0%, 0, -1%, 0.2%, -1%, 1, -9%, 2%, 3%, -16%
- COCCCNC(=O)CSc1nc2cc(C(=O)NCCOC)ccc2c(=O)n1Cc1ccc2c(c1)OCO2
  ·, -11%, -15, -7%, -0.1%, -2%, 4, 0%, -2%, -1%, 41%

Record cards (already shown). Order of values: PKM2 activator | Chronic BCR inh | Giardia killer | Menin MLL FP TR | B2AR arrestin | PTAP TSG101 blk | Coupling enz | Tb PFK block | S-ASM inh | GALK inh | Integrin act MD
Record of Cc1[nH]c2ccccc2c1C1(O)C(=O)N(C(C)C)c2ccccc21 (stereo not drawn) → 0% | ? | -5 | -1% | 0.2% | -1% | -26 | 1% | 2% | -3% | 19%
Record of Cc1ccc(NS(=O)(=O)c2ccc(OCC(N)=O)cc2)cc1 → 11% | 0% | 0 | -1% | 0.2% | -1% | 1 | -9% | 2% | 3% | -16%
Record of O=C1C2CCCN2C(=S)N1c1ccccc1 (stereo not drawn) → · | 1% | 2 | -2% | -0.1% | -1% | 2 | -2% | -5% | -1% | -8%
Record of CCOC(=O)C1=C(C)N(CCCCCC(=O)O)C(=O)NC1c1ccccc1OC(=O)c1cccs1 (stereo not drawn) → -3% | 7% | 19 | -1% | -0.7% | · | 6 | -13% | 0% | · | 11%
